TcdB GH inh = TcdB glycohydrolase inhibitors, primary screen, biochemical, single point, plate reader; hit rate 0.24% among 350,000; inhibition, % at 9.99 µM; TcdB glycohydrolase enzymatic assay; Toxin B (Clostridioides difficile), P18177; AID 652162, 2013; in the data active means inhibition above about 10%
Starred values were filed as active, the others as inactive. These rows are one share of the data; rates above refer to the full screens.

What do the screens show for `C[C@H](CO)N1C[C@H](C)[C@@H](CN(C)Cc2ccc(C(=O)O)cc2)Oc2ccc(NC(=O)NC3CCCCC3)cc2C1=O`?
TcdB GH inh: 0.7

What do the screens show for `C[C@@H]1CN([C@H](C)CO)C(=O)c2cc(NC(=O)Cc3ccccc3)ccc2O[C@H]1CN(C)C(=O)NC1CCCCC1`?
TcdB GH inh: -1.3

How did CNC[C@H]1Oc2c(NS(=O)(=O)c3ccc(Cl)cc3)cccc2C(=O)N([C@H](C)CO)C[C@H]1C do in these assays?
TcdB GH inh: -0.8

How did C[C@@H]1CN([C@@H](C)CO)C(=O)Cc2cc(NC(=O)C3CCCCC3)ccc2O[C@H]1CN(C)C(=O)Nc1ccc(C(F)(F)F)cc1 do in these assays?
TcdB GH inh: 0.1

Results for O=C(c1ccccn1)N1CC(=O)N2[C@@H](CO)[C@H](c3ccc(C#Cc4ccccc4)cc3)[C@@H]2C1 ?
TcdB GH inh: 0.8

What do the screens show for `CCC(=O)Nc1ccc2c(c1)C(=O)N(C)C[C@H](OC)[C@H](C)CN(CC1CCCCC1)[C@@H](C)CO2`?
TcdB GH inh: -0.5

Results for COC(=O)C[C@@H]1CC[C@H]2[C@@H](COC[C@H](O)CN2S(=O)(=O)c2ccccc2OC)O1 ?
TcdB GH inh: 0.7

Results for COc1ccc(S(=O)(=O)N(C)C[C@H]2OCCCC[C@@H](C)Oc3ccc(NS(=O)(=O)c4cccs4)cc3C(=O)N([C@H](C)CO)C[C@@H]2C)cc1 ?
TcdB GH inh: 1.0

How did Cc1noc(C)c1NC(=O)Nc1cccc2c1O[C@H](CN(C)C(=O)Nc1ccc(C(F)(F)F)cc1)[C@@H](C)CN([C@@H](C)CO)C2=O do in these assays?
TcdB GH inh: -0.9

What do the screens show for `CCCNC(=O)[C@H]1[C@H](CO)[C@H]2Cn3c(ccc(C4=CCCCC4)c3=O)[C@@H]1N2`?
TcdB GH inh: 0.8

What do the screens show for `C[C@H]1CN([C@@H](C)CO)C(=O)c2cc(NC(=O)CCCN(C)C)ccc2O[C@H]1CN(C)CC1CC1`?
TcdB GH inh: -0.2

How did C[C@H]1CCCCO[C@H](CN(C)CC2CC2)[C@@H](C)CN([C@@H](C)CO)C(=O)c2cc(NS(=O)(=O)c3ccccc3)ccc2O1 do in these assays?
TcdB GH inh: 0.6

What do the screens show for `C[C@@H]1CN([C@@H](C)CO)C(=O)Cc2cc(NC(=O)Nc3cccc4ccccc34)ccc2O[C@@H]1CN(C)C(=O)Nc1cccc2ccccc12`?
TcdB GH inh: -1.1

Results for O=C(NCC[C@@H]1CC[C@H](NC(=O)C2CCCCC2)[C@@H](CO)O1)c1cc(Cl)cc(Cl)c1 ?
TcdB GH inh: -0.6

Results for C[C@H]1CN([C@@H](C)CO)C(=O)c2cccc(NC(=O)NC3CCCCC3)c2O[C@H]1CN(C)S(=O)(=O)c1cn(C)cn1 ?
TcdB GH inh: -1.1

Results for O=C(NC1CCCC1)N[C@@H]1CC[C@H](CC(=O)N2CCOCC2)O[C@H]1CO ?
TcdB GH inh: 0.1

How did O=C(C[C@H]1C[C@@H]2c3cc(NC(=O)C4CCC4)ccc3O[C@@H]2[C@H](CO)O1)NCc1ccc2c(c1)OCO2 do in these assays?
TcdB GH inh: -10.4

How did O=C1CNC[C@@H]2[C@@H](c3ccc(-c4ccccc4F)cc3)[C@@H](CO)N12 do in these assays?
TcdB GH inh: -0.3

Results for C[C@H]1CN([C@@H](C)CO)C(=O)c2cc(-c3cccnc3)cnc2O[C@@H]1CN(C)Cc1ccc(-c2ccccc2)cc1 ?
TcdB GH inh: -0.9

How did COc1ccccc1CN1[C@@H](CO)[C@@H](c2ccccc2)C12CN(C(=O)c1ccccn1)C2 do in these assays?
TcdB GH inh: -1.0

What do the screens show for `O=C(C1CCC1)N1C[C@H]2[C@@H](c3ccccc31)[C@H](CO)N2C(=O)c1ccccc1F`?
TcdB GH inh: -2.1

Results for O=C(c1ccncc1)N1CC2(C1)[C@@H](c1ccccc1)[C@@H](CO)N2CC1CCCC1 ?
TcdB GH inh: -0.6

How did O=C(Cc1ccccn1)NCC[C@H]1CC[C@H](NS(=O)(=O)c2ccccc2)[C@@H](CO)O1 do in these assays?
TcdB GH inh: 0.0

What do the screens show for `C[C@@H]1CCCCO[C@@H](CN(C)Cc2ccncc2)[C@@H](C)CN([C@@H](C)CO)C(=O)c2cc(NC(=O)NC3CCCCC3)ccc2O1`?
TcdB GH inh: -0.2

What do the screens show for `CO[C@@H]1CN(C)C(=O)c2cc(NC(=O)c3ccccc3)ccc2OC[C@H](C)N(C(=O)CN(C)C)C[C@H]1C`?
TcdB GH inh: -1.0

How did COc1ccc2c3c(n(C)c2c1)[C@@H](CO)N(Cc1ccccc1OC)CC31CCN(C(=O)C2CC2)CC1 do in these assays?
TcdB GH inh: 0.9

What do the screens show for `O=C(C[C@H]1CC[C@@H](NC(=O)C2CC2)[C@@H](CO)O1)NC1CCC1`?
TcdB GH inh: 1.2

How did CO[C@@H]1CN(C)C(=O)c2ccc(NS(C)(=O)=O)cc2OC[C@@H](C)N(C(=O)C2CC2)C[C@H]1C do in these assays?
TcdB GH inh: 0.0

What do the screens show for `COc1ccccc1C#Cc1ccc2c(c1)O[C@H](CN(C)Cc1cccnc1)[C@H](C)CN([C@H](C)CO)S2(=O)=O`?
TcdB GH inh: 1.4

Results for CCC(=O)Nc1ccc2c(c1)OC[C@H](C)N(Cc1cncnc1)C[C@@H](C)[C@H](OC)CN(C)C2=O ?
TcdB GH inh: -0.4

What do the screens show for `C[C@H](CO)N1C[C@H](C)[C@@H](CN(C)S(=O)(=O)c2cn(C)cn2)Oc2c(NC(=O)Nc3cccc4ccccc34)cccc2C1=O`?
TcdB GH inh: -6.9

Results for COc1ccc2c3c([nH]c2c1)[C@@H](CO)N(C(=O)Nc1ccc(F)cc1)CC31CCN(C(=O)Cc2ccncc2)CC1 ?
TcdB GH inh: -6.2

How did COc1ccc(NC(=O)N(C)C[C@H]2Oc3ncc(C#CCC(C)C)cc3C(=O)N([C@@H](C)CO)C[C@@H]2C)cc1 do in these assays?
TcdB GH inh: -0.9

What do the screens show for `O=C(NCC(F)(F)F)[C@@H]1[C@@H](CO)[C@@H]2Cn3c(cccc3=O)[C@@H]2N1CCC(F)(F)F`?
TcdB GH inh: 0.5

How did C[C@H](CO)N1C[C@H](C)[C@@H](CN(C)C(=O)Nc2ccccc2F)Oc2cc(-c3ccc(F)cc3)ccc2S1(=O)=O do in these assays?
TcdB GH inh: 0.6

Results for C[C@@H]1CN([C@H](C)CO)C(=O)Cc2cc(NS(=O)(=O)c3ccccc3)ccc2O[C@@H]1CN(C)C(=O)Nc1cccc2ccccc12 ?
TcdB GH inh: 1.6

Results for COc1ccc(-c2ccc([C@@H]3[C@H]4CNCC(=O)N4[C@H]3CO)cc2)cc1 ?
TcdB GH inh: 0.0

What do the screens show for `CCCNC(=O)N(C)C[C@H]1Oc2cc(C#CCOC)ccc2S(=O)(=O)N([C@H](C)CO)C[C@H]1C`?
TcdB GH inh: -0.9

How did C[C@@H]1CCCCO[C@H](CN(C)C(=O)c2ccccc2)[C@H](C)CN([C@@H](C)CO)C(=O)c2cc(NC(=O)NC3CCCCC3)ccc2O1 do in these assays?
TcdB GH inh: -0.8

Results for CCCNC(=O)N1C[C@H](C)[C@H](OC)CN(C)C(=O)c2cc(NC(C)=O)ccc2OC[C@H]1C ?
TcdB GH inh: -0.5

Results for Cc1noc(C)c1NC(=O)Nc1ccc2c(c1)C(=O)N([C@@H](C)CO)C[C@H](C)[C@@H](CN(C)S(=O)(=O)c1ccc(Cl)cc1)OCCCC[C@H](C)O2 ?
TcdB GH inh: -0.1

Results for O=C(c1ccncc1)N1CC(=O)N2[C@@H](CO)[C@H](c3ccc(-c4ccccc4)cc3)[C@@H]2C1 ?
TcdB GH inh: 0.8

Results for Cc1noc(C)c1S(=O)(=O)Nc1ccc2c(c1)C(=O)N([C@H](C)CO)C[C@H](C)[C@H](CN(C)Cc1ccc3c(c1)OCO3)OCCCC[C@@H](C)O2 ?
TcdB GH inh: 0.4

Results for O=C(C[C@H]1CC[C@@H]2[C@H](COC[C@@H](O)CN2Cc2cccc(F)c2)O1)NCc1cccc(F)c1 ?
TcdB GH inh: -1.4

How did C[C@@H]1CN([C@H](C)CO)C(=O)c2cc(C#CCN(C)C)cnc2O[C@H]1CN(C)C(=O)c1cnccn1 do in these assays?
TcdB GH inh: -0.8

How did C[C@@H]1CN([C@H](C)CO)C(=O)c2cc(-c3ccc(C#N)cc3)cnc2O[C@H]1CN(C)C(=O)Nc1ccccc1 do in these assays?
TcdB GH inh: -0.4

Results for N#Cc1ccc(-c2ccc([C@@H]3[C@H]4CN(C(=O)C5CCCC5)CC(=O)N4[C@H]3CO)cc2)cc1 ?
TcdB GH inh: -0.1

How did Cc1ccc(S(=O)(=O)Nc2ccc3c(c2)C(=O)N([C@@H](C)CO)C[C@H](C)[C@H](CN(C)S(=O)(=O)c2cccs2)O3)cc1 do in these assays?
TcdB GH inh: 1.0

What do the screens show for `C[C@H](CO)N1C[C@H](C)[C@@H](CN(C)S(=O)(=O)c2ccc(F)cc2)Oc2ccc(NC(=O)CCCN(C)C)cc2CC1=O`?
TcdB GH inh: 1.5

What do the screens show for `COc1ccc(S(=O)(=O)Nc2ccc3c(c2)C(=O)N([C@@H](C)CO)C[C@H](C)[C@@H](CN(C)C(=O)Nc2c(C)noc2C)OCCCC[C@H](C)O3)cc1`?
TcdB GH inh: -0.3

How did C[C@H]1CN([C@@H](C)CO)C(=O)c2cc(NC(=O)c3ccncc3)ccc2O[C@H]1CN(C)Cc1ccccc1 do in these assays?
TcdB GH inh: -1.3

How did CN1C(=O)c2cc(NC(=O)c3cccs3)ccc2OC[C@@H]2O[C@H](CC(=O)NCCN3CCCCC3)CC[C@H]21 do in these assays?
TcdB GH inh: -14.9

What do the screens show for `O=C(NCc1ccncn1)[C@@H]1[C@@H](CO)[C@@H]2Cn3c(ccc(-c4ccc(F)cc4)c3=O)[C@@H]2N1CC1CC1`?
TcdB GH inh: -1.3

What do the screens show for `CCCNC(=O)Nc1ccc2c(c1)C(=O)N(C)C[C@@H](OC)[C@H](C)CN[C@@H](C)CO2`?
TcdB GH inh: 0.4

How did COc1ccc(NC(=O)N(C)C[C@@H]2Oc3ccc(NC(=O)Nc4cccc5ccccc45)cc3CC(=O)N([C@H](C)CO)C[C@H]2C)cc1 do in these assays?
TcdB GH inh: -1.5

How did CO[C@@H]1CN(C)C(=O)c2cc(NC(C)=O)ccc2OC[C@H](C)N(Cc2ccc(F)cc2)C[C@H]1C do in these assays?
TcdB GH inh: -0.2

Results for CO[C@H]1CN(C)C(=O)c2cc(NC(=O)CC(F)(F)F)ccc2OC[C@@H](C)N(S(=O)(=O)c2cn(C)cn2)C[C@H]1C ?
TcdB GH inh: -0.5

Results for C[C@@H]1CN([C@@H](C)CO)C(=O)c2cc(NC(=O)Cc3ccccc3)ccc2O[C@@H]1CN(C)Cc1ccc(Oc2ccccc2)cc1 ?
TcdB GH inh: -1.0

How did Cc1ccc(S(=O)(=O)Nc2ccc3c(c2)C(=O)N([C@@H](C)CO)C[C@H](C)[C@@H](CN(C)Cc2ccc(C(=O)Nc4ccccc4N)cc2)O3)cc1 do in these assays?
TcdB GH inh: 1.1

Results for C[C@H](CO)N1C[C@H](C)[C@@H](CN(C)C(=O)c2ccccc2F)Oc2ncc(-c3ccc(F)cc3)cc2C1=O ?
TcdB GH inh: -0.9

What do the screens show for `O=C(c1cnccn1)N1CC[C@@H]2[C@H]1c1cc(-c3ccccc3F)ccc1N[C@@H]2CO`?
TcdB GH inh: -1.4

How did Cc1noc(C)c1NC(=O)Nc1ccc2c(c1)CC(=O)N([C@@H](C)CO)C[C@@H](C)[C@@H](CN(C)C(=O)Nc1c(C)noc1C)O2 do in these assays?
TcdB GH inh: -0.1

Results for C[C@@H]1CN([C@@H](C)CO)C(=O)Cc2cc(NC(=O)CCN3CCOCC3)ccc2O[C@@H]1CN(C)S(=O)(=O)c1cccs1 ?
TcdB GH inh: -7.6

How did C[C@@H]1CCCCO[C@H](CN(C)Cc2ccccc2)[C@@H](C)CN([C@H](C)CO)C(=O)c2cc(NC(=O)CCC(F)(F)F)ccc2O1 do in these assays?
TcdB GH inh: -2.5

How did C[C@@H]1CN([C@@H](C)CO)C(=O)c2cc(NS(=O)(=O)c3cn(C)cn3)ccc2O[C@@H](C)CCCCO[C@@H]1CN(C)C(=O)Nc1ccc(C(F)(F)F)cc1 do in these assays?
TcdB GH inh: -0.3

Of the compounds above, these have an aryl methoxy group:
Results for COC(=O)C[C@@H]1CC[C@H]2[C@@H](COC[C@H](O)CN2S(=O)(=O)c2ccccc2OC)O1 ?
TcdB GH inh: 0.7

Results for COc1ccc(S(=O)(=O)N(C)C[C@H]2OCCCC[C@@H](C)Oc3ccc(NS(=O)(=O)c4cccs4)cc3C(=O)N([C@H](C)CO)C[C@@H]2C)cc1 ?
TcdB GH inh: 1.0

How did COc1ccccc1CN1[C@@H](CO)[C@@H](c2ccccc2)C12CN(C(=O)c1ccccn1)C2 do in these assays?
TcdB GH inh: -1.0

How did COc1ccc2c3c(n(C)c2c1)[C@@H](CO)N(Cc1ccccc1OC)CC31CCN(C(=O)C2CC2)CC1 do in these assays?
TcdB GH inh: 0.9

What do the screens show for `COc1ccccc1C#Cc1ccc2c(c1)O[C@H](CN(C)Cc1cccnc1)[C@H](C)CN([C@H](C)CO)S2(=O)=O`?
TcdB GH inh: 1.4

Results for COc1ccc2c3c([nH]c2c1)[C@@H](CO)N(C(=O)Nc1ccc(F)cc1)CC31CCN(C(=O)Cc2ccncc2)CC1 ?
TcdB GH inh: -6.2

How did COc1ccc(NC(=O)N(C)C[C@H]2Oc3ncc(C#CCC(C)C)cc3C(=O)N([C@@H](C)CO)C[C@@H]2C)cc1 do in these assays?
TcdB GH inh: -0.9

Results for COc1ccc(-c2ccc([C@@H]3[C@H]4CNCC(=O)N4[C@H]3CO)cc2)cc1 ?
TcdB GH inh: 0.0

What do the screens show for `COc1ccc(S(=O)(=O)Nc2ccc3c(c2)C(=O)N([C@@H](C)CO)C[C@H](C)[C@@H](CN(C)C(=O)Nc2c(C)noc2C)OCCCC[C@H](C)O3)cc1`?
TcdB GH inh: -0.3

How did COc1ccc(NC(=O)N(C)C[C@@H]2Oc3ccc(NC(=O)Nc4cccc5ccccc45)cc3CC(=O)N([C@H](C)CO)C[C@H]2C)cc1 do in these assays?
TcdB GH inh: -1.5

High-throughput results (PubChem)
